# MT stabilizer: microtubule stabilization, imaging screen. HeLa tubulin immunostaining HCS, 24 h; share of cells brighter than vehicle mean+2SD. % tubulin-high responders, % at 10 µM. actives 0.83% (n = 200,000). AID 2205;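 active means plate Z-score above 3 for both tubulin-high and condensed-nucleus cell shares, with cell loss under 80%, at 10 µM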;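 further: anti alpha tubulin signal scored within the nucleus-defined area of each cell; some results filed as inactive read as strong as hits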
# Hep lipid drop: modulators of hepatic lipid droplet formation; AML12 mouse hepatocytes, oleate lipid droplets, BODIPY imaging; inhibition, % at 6.5 µM; actives 0.4% (n = 240,000);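 active means lipid droplet intensity inhibited by at least 50%, with more than 500 cells counted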
#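 Assay system: AML12 mouse liver cells | Compound: 6.5 µM single-point dosing | Schedule: Overnight exposure | Technique: Fluorescence imaging, 20x objective, two fields per well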
# XIAP antagonists: XIAP antagonists, biochemical, IAP family, fluorescence polarization (AID 1018); XIAP BIR domain, fluorescence polarization peptide displacement; higher % means a stronger effect; one-dose displacement, % at 20 µM; IC50 in µM for titrated hits; actives 0.007% (n = 200,000); in the data active means displacement above about 50%; further: a part of the inactive calls stands beside numbers as strong as those of hits
# Ins promoter up: MIN6 insulin promoter up-regulation; z-score at 5 µM; MIN6 insulin promoter-GFP reporter, high-content imaging; stronger effect = higher value; actives 0.3% (n = 190,000);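 active means z-score above 3 at 5 µM with at least 500 cells counted in the well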
# bCat nuc transl: modulators of beta-catenin nuclear translocation; HeLa beta-catenin nuclear translocation, immunofluorescence imaging; nuclear translocation activity, % at 5 µM; actives 0.3% (n = 190,000); AID 1665;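 active means nuclear translocation activity above 50% at 5 µM, with a well cell count of 50 or more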;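 further: per-cell ratio of nuclear to cytoplasmic median beta-catenin stain intensity; plate controls were DMSO negative control for no effect and GSK-3 inhibitor IX positive control for full effect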
#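 System: Human HeLa cells, endogenous beta-catenin | Compound dosing: 5 µM primary, 0.02–20 µM confirmation | Timing: 24 h compound exposure at 37°C, 5% CO2 | Measured by: Fluorescence imaging of beta-catenin antibody stain plus DAPI | Read-out basis: % activation of per-cell nuclear versus cytoplasmic median beta-catenin signal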
# Dynein transport: blocks dynein driven cargo transport along microtubules; 3617.4 mouse cells, GR-EGFP nuclear translocation imaging; test concentration mostly 20 µM; stimulated with dexamethasone, 1 µM; stronger effect = lower value; z-score, hits read low; actives 0.47% (n = 220,000); AID 1381;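 active means plate z-score of nuclear minus cytoplasmic receptor signal below a set negative limit, without overly bright fluorescence or cell loss, cut at about -3.5 in these data, passing the limit was not always enough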;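 further: z-score of nuclear minus cytoplasmic ring GR-EGFP intensity difference per well; some compounds called inactive have numbers as strong as hits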
#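 Buffer or medium: Induction medium lacking tetracycline, stripped serum | Also added: Dexamethasone agonist, 1.0 µM final, for 30 min | Timing: 48 h induction, 1 h compound, 30 min dex at 37 °C | Detection: Formaldehyde fixation, Hoechst nuclear stain, 10x automated fluorescence imaging | Measure: Nuclear versus cytoplasmic GR-EGFP signal, averaged per well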
# WT yeast gro inh: growth inhibition of WT yeast, mitochondrial fusion screen; mitochondrial fusion phenotypic screen, WT strain; inhibition, % at 10 µM; actives 2.1% (n = 190,000); in the data active means inhibition above about 58%; tested in S. cerevisiae
# Autophagy HCS: autophagy modulation, high-content screen | actives 0.98% (n = 190,000) | calls only at 10 µM (by protocol) | MEF GFP-LC3 puncta imaging; test concentration mostly 10 µM;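 active means percentage of spot-positive cells more than 3 SD above its plate mean, without a fluorescence outlier flag or 80% toxicity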;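 further: spot-positive cell cutoff set from DMSO-treated cells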
# ER stress rescue: protection against thapsigargin-triggered cell killing – 384-well, CSM14.1, ATP luminescence, primary screen (AID 1222) | cellular ATP content (survival), % at 20 µM; hits with a dose series show EC50 in µM | CSM14.1 thapsigargin-induced death rescue, ATP luminescence; higher % means a stronger effect | 190,000 tested, under 10 active;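 active means EC50 below 50 µM in the dose-response confirmation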;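 further: death triggered by thapsigargin at about 15 µM added after 2 h compound pretreatment; cell ATP read after overnight thapsigargin exposure of roughly 18 to 22 hours; normalized against plate controls of thapsigargin alone and 5% DMSO vehicle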
# WT yeast gro inh mutant strain: also measured in WT yeast gro inh; calls as there; inhibition, %; mitochondrial fusion phenotypic screen, mutant strain inhibition
# Dynein transport cytoplasmic EGFP: also measured in Dynein transport; calls as there; z-score; measured here: cytoplasmic GR-EGFP intensity; stronger effect = higher value
# Dynein transport nuclear GR-EGFP: second read-out of Dynein transport, no call of its own (marks repeat the call); z-score; measured here: nuclear GR-EGFP intensity;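 lower value marks the stronger effect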
# Dynein transport cell count: second read-out of Dynein transport, no call of its own (marks repeat the call); z-score; measured here: cell count per field
# Ins promoter up cell count: second read-out of Ins promoter up, no call of its own (marks repeat the call); cell count; measured here: cytotoxicity, nuclei count;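 total cells summed across four imaged fields per well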
# Hep lipid drop cells 6.5 µM: further read-out of Hep lipid drop, marked with its call; cell count; measured here: cell count, cytotoxicity flag;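 cells counted across two imaged fields per well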
# bCat nuc transl cell count 5 µM: recorded beside bCat nuc transl, whose call it bears; cell count; measured here: cell count, cytotoxicity flag
# MT stabilizer Hoechst-high %: further read-out of MT stabilizer, marked with its call; % Hoechst-high responders; measured here: nuclear condensation Hoechst responders;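 share of cells brighter than vehicle mean plus two SD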
# MT stabilizer cytotoxicity %: recorded beside MT stabilizer, whose call it bears; toxicity, %; measured here: cytotoxicity by cell density;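 0% = mean cell density of plate MIN control wells and 100% = no cells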
# Autophagy HCS cell loss 18 h: further read-out of Autophagy HCS, marked with its call; toxicity, %; measured here: cell loss, nuclei count;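 cell loss after 18 h compound exposure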
# Numbers without * were called inactive; i = inactive; / = not tested or not shown.
SMILES,MT stabilizer,MT stabilizer Hoechst-high %,MT stabilizer cytotoxicity %,Hep lipid drop,Hep lipid drop cells 6.5 µM,XIAP antagonists,Ins promoter up,Ins promoter up cell count,bCat nuc transl,bCat nuc transl cell count 5 µM,Dynein transport,Dynein transport cytoplasmic EGFP,Dynein transport nuclear GR-EGFP,Dynein transport cell count,WT yeast gro inh,WT yeast gro inh mutant strain,Autophagy HCS,Autophagy HCS cell loss 18 h,ER stress rescue
N/C(Cn1cncn1)=N\OC(=O)c1ccc(Cl)cc1,2.0,2.6,2.1,15,735,-5.9%,-0.24,1658,-4.1,1094,-1.2,0.74,-0.48,1.4,-9,4,i,-6,-1.1%
CCOC(=O)C(C(=O)OCC)C1OC(=O)c2cc3c(cc21)C(=O)OC3C(C(=O)OCC)C(=O)OCC (stereo not drawn),6.1,2.5,1.6,3,731,-3.0%,-0.52,1514,-1.3,1580,1.3,-0.034,1.2,-2,5,-4,i,6,2.8%
O=C(NC(c1ccccc1)c1ccccc1)c1cccc(S(=O)(=O)NCc2ccccc2)c1,2.1,3.5,8.5,8,619,-2.2%,-0.6,1386,-5.0,540,-0.74,-0.29,-0.57,0.62,-20,-21,i,-5,1.9%
CC(C)CSc1nc2ccccc2[nH]1,2.4,1.9,9.5,-22,760,-3.0%,-0.18,1204,0.3,1088,-0.49,-0.23,-0.18,0.38,4,18,i,10,-0.2%
CCNC(=O)N1c2ccc(OCC)cc2C(C)=CC1(C)C,3.7,1.7,3.6,/,/,-4.3%,-0.7,1165,-5.6,710,-1.1,-0.2,-0.67,1.2,12,1,i,-7,1.9%
COc1ccc(CCNC(=S)NC(=O)c2c(-c3ccccc3Cl)noc2C)cc1OC,/,/,/,-21,677,/,-0.17,1078,-0.2,1320,0.17,-0.25,0.096,0.4,/,/,/,/,/
Fc1cccc(CSc2nnc3c(n2)[nH]c2ccccc23)c1,/,/,/,-12,666,/,-0.74,724,1.5,1251,-0.25,-0.82,-0.46,0.18,/,/,/,/,/
COC(=O)C(Cc1cnc[nH]1)NC(=O)C1CCC(=O)N1 (stereo not drawn),6.1,2.3,3.6,/,/,-3.4%,0.92,1337,-6.6,976,0.36,-0.18,0.36,-0.35,4,12,i,-14,-1.0%
CS(=O)(=O)N(CC(=O)N1CCOCC1)c1cccc([N+](=O)[O-])c1,1.7,1.7,3.4,3,596,-6.5%,/,/,0.1,1523,0.49,-0.1,0.0037,-1.4,-9,14,i,35,0.3%
O=C1CC(c2ccc(S(=O)(=O)NCCOc3ccccc3)cc2)CN1 (stereo not drawn),1.6,1.4,4.7,11,689,-7.8%,/,/,/,/,0.055,-0.23,0.28,-0.81,-4,-6,i,1,/
O=C(c1cc(-c2ccccc2)nc2ccccc12)N1CCc2ccccc2C1,1.1,1.2,12,-17,472,-6.0%,2.7,1077,0.2,1109,-0.1,-0.21,-0.049,0.73,71*,57*,i,18,-1.1%
CCNC(=S)Nc1cccc(Cl)c1C,0.5,1.3,8.7,14,592,-5.8%,0.03,1915,-5.3,1146,-0.47,-0.21,-0.75,0.6,13,24,i,2,-0.8%
N/C(COc1ncn(-c2ccccc2)n1)=N\S(=O)(=O)c1ccccc1,2.9,1.9,8.3,1,732,-3.3%,0.24,1386,0.8,1485,-0.52,0.17,-0.046,0.67,-11,-1,i,-17,0.3%
COc1ccc(CNC(=O)CCSc2ccc(F)cc2)cc1OC,3.6,2.4,4.7,-21,741,-7.3%,-1.1,1261,-3.5,1117,0.67,-0.23,-0.02,0.13,-6,-17,i,10,-1.0%
CN(Cc1ccco1)C(=O)c1ccc(N2CCCC2=O)cc1,4.1,2.1,6.1,/,/,-2.2%,-0.11,1709,0.5,1318,-0.12,-0.18,0.0098,0.02,4,16,i,13,1.8%
C/C(=N\N=C(N)N)c1cccc(Cl)c1,2.2,1.4,1.5,-30,576,-6.4%,0.06,1428,0.5,1508,-0.69,-0.21,-0.22,0.47,11,19,i,-20,-2.8%
CCN(CC)C(=O)CCc1nnc(Cc2cccc(C(F)(F)F)c2)o1,1.0,0.5,0.7,-4,705,-13%,0.62,1726,0.4,1014,0.59,-0.24,-0.022,0.66,13,-1,i,0,1.5%
CC(OC(=O)CNC(=O)c1ccc2c(c1)OCO2)C(=O)NCCC1=CCCCC1 (stereo not drawn),2.0,1.8,5.9,/,/,-1.0%,0.29,1100,-4.6,962,-0.98,-0.19,-0.2,0.44,-12,-6,/,/,-2.7%
COc1ccc(-c2[nH]c(-c3ccc(F)cc3)nc2SCC(=O)NC2CCCC2)cc1,1.9,2.5,2.1,-42,757,-3.3%,-0.42,1020,1.0,467,0.1,-0.12,1.1,-0.56,-25,-22,i,-8,0.5%
O=C(c1cccc(Cl)c1)N(Cc1cccs1)C1CCS(=O)(=O)C1 (stereo not drawn),5.1,1.4,9.0,/,/,-2.5%,-0.28,1135,-1.6,946,0.31,-0.21,0.51,-0.69,29,-3,i,7,1.9%
O=C1N=C(N2CCCCC2)S/C1=C/C1=Cc2ccccc2OC1,2.9,2.9,8.0,-4,699,-3.2%,0.6,1159,-1.1,1142,-1.5,-0.24,-0.31,0.77,-4,17,i,-1,-1.1%
CCCN1Cc2cccc(C(=O)NCc3cccs3)c2C1=O,3.3,2.9,6.8,-4,708,-5.1%,-0.44,1387,/,/,-1.4,-0.28,-0.46,0.26,10,1,i,-1,-2.8%
Cc1cc(-n2nc(C)cc2C)nc(N)n1,5.3,2.3,5.2,8,730,-6.1%,0.58,1268,/,/,2.2,-0.3,0.098,-0.16,22,31,i,-1,-1.7%
Cc1ccccc1-n1cnnc1SCC(=O)Nc1cccnc1Cl,5.0,2.6,1.6,16,688,-11%,-0.87,1200,1.0,1107,0.64,-0.11,0.38,-0.7,-2,5,i,13,-9.7%
Nc1nnc(CC(=O)N/N=C/c2cccc(OCCOc3ccccc3)c2)s1,2.4,2.0,8.8,3,643,-8.1%,-0.1,1954,1.2,1014,1.5,-0.2,1.5,-0.086,0,-19,i,6,0.8%
CC1(C)CC(=O)C(C(C2=C(O)CC(C)(C)CC2=O)c2ccc(Cl)c([N+](=O)[O-])c2)C(=O)C1 (stereo not drawn),1.8,0.4,3.6,-13,669,-0.4%,-0.01,1513,1.0,1476,0.064,-0.35,-0.48,0.77,-4,18,i,-1,-0.1%
CCc1ccc(NC(=S)N(Cc2cccnc2)Cc2ccco2)cc1,3.1,1.7,5.5,-13,698,-4.2%,-0.89,1295,-1.0,1075,-0.66,-0.098,-0.37,0.49,8,8,i,-4,/
CCOc1ccc(-c2nnc(-c3ccco3)o2)cc1OCC,2.4,2.9,3.4,/,/,-4.8%,-0.4,1371,-6.5,1049,1.2,-0.17,0.59,-0.59,5,-16,i,7,0.1%
CC(=O)NC(CC(C)C)C(=O)NC(=O)NCc1ccccc1 (stereo not drawn),2.9,2.4,11,/,/,-3.7%,-0.04,1220,-1.2,967,0.97,-0.11,1.4,-0.29,0,-11,i,-4,1.8%
COc1cc2cc(C)c3nnc(SCC(=O)Nc4cc(C)on4)n3c2cc1OC,1.1,1.2,13,7,790,-6.3%,6*,1127*,0.8,1023,2.6,-0.21,1.5,-1.1,9,5,i,11,-1.0%
Cc1cccc(Nc2nc3c(c(=O)n(C)c(=O)n3C)n2Cc2ccccc2)c1,3.2,1.4,10,-16,635,-3.7%,0.11,1694,-0.5,1096,0.22,-0.27,0.43,1.1,14,25,i,-1,-3.5%
CSc1ncc(CN2CCc3c([nH]c4ccccc34)C2c2cccc(O)c2)cn1 (stereo not drawn),3.3,1.3,8.2,0,707,-11%,-0.88,1293,-2.9,1017,0.98,-0.067,1.1,-1.7,40,-3,i,24,-2.7%
CCOc1ccc(NC(=O)CN(C)CC(=O)NC2CCCc3ccccc32)cc1OCC (stereo not drawn),2.3,1.0,44,-5,568,-4.9%,/,/,-1.5,1026,1.3,-0.24,1.2,-1.4,-10,0,i,-4,-0.4%
CCN(CC)CCN(Cc1cc2ccc(C)c(C)c2[nH]c1=O)C(=S)NCc1ccco1,2.2,1.4,4.5,-5,735,-5.8%,-0.11,1481,2.2,998,-1,-0.25,-0.49,0.83,-2,-4,i,-13,-1.5%

# Compounds listed so far containing a thiophene ring, fused or not (two):
SMILES,MT stabilizer,MT stabilizer Hoechst-high %,MT stabilizer cytotoxicity %,Hep lipid drop,Hep lipid drop cells 6.5 µM,XIAP antagonists,Ins promoter up,Ins promoter up cell count,bCat nuc transl,bCat nuc transl cell count 5 µM,Dynein transport,Dynein transport cytoplasmic EGFP,Dynein transport nuclear GR-EGFP,Dynein transport cell count,WT yeast gro inh,WT yeast gro inh mutant strain,Autophagy HCS,Autophagy HCS cell loss 18 h,ER stress rescue
O=C(c1cccc(Cl)c1)N(Cc1cccs1)C1CCS(=O)(=O)C1 (stereo not drawn),5.1,1.4,9.0,/,/,-2.5%,-0.28,1135,-1.6,946,0.31,-0.21,0.51,-0.69,29,-3,i,7,1.9%
CCCN1Cc2cccc(C(=O)NCc3cccs3)c2C1=O,3.3,2.9,6.8,-4,708,-5.1%,-0.44,1387,/,/,-1.4,-0.28,-0.46,0.26,10,1,i,-1,-2.8%

# Source: PubChem BioAssay
